IL1B NFkB pot: enhancers of NFkB p65 translocation in HUVEC – imaging, IL-1B stimulus, high-content imaging, primary screen. HUVEC IL-1B NFkB p65 nuclear translocation imaging. activation, % at 2 µM. 0.3% of 94,000 active;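 active means activation above 40%, about the mean plus 3 SD, also judged a hit on visual image review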;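 further: percent activation is computed from the nuclear over cytoplasmic p65 intensity ratio; values of inactives mirror those of a sister screen read the other way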
Bcl-B TR3 displacers: displacers of TR3 peptide from Bcl-B, primary screen, selectivity assay for Bfl-1 inhibitor project, biochemical, fluorescence polarization; FP displacement of FITC-TR3 peptide from Bcl-B; higher % means a stronger effect; one-dose displacement, % at 20 µM; IC50 in µM for titrated hits; 0.11% of 96,000 active; AID 748, 2007;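 active means displacement above 50% at 20 µM plus a fluorescence interference ratio under 1.5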;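 further: plate controls were wells without compound for no effect and wells lacking Bcl-B protein for full effect; a part of the inactive calls stands beside numbers as strong as those of hits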
IL1B NFkB inh: inhibitors of IL-1B driven NFkB p65 nuclear import, primary screen, imaging, HUVEC, IL-1B stimulus, high-content imaging; HUVEC IL-1B NFkB p65 nuclear translocation imaging; inhibition, % at 2 µM; 0.43% of 94,000 active;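 active means inhibition above about 30% together with a positive call from visual inspection of the well image, limit read from the data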;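 further: nuclear over cytoplasmic p65 intensity ratio measured by imaging; 0% = IL-1B stimulated DMSO wells and 100% = unstimulated DMSO wells; values of inactives mirror those of a sister screen read the other way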
PLAP inhibition: PLAP enzyme inhibitors, biochemical, luminescence, HTS (AID 690); Alkaline phosphatase, placental type (Homo sapiens); purified PLAP, luminescent substrate; higher % means a stronger effect; 0.08% of 96,000 active; inhibition, % at 20 µM, or IC50 in µM where a hit was titrated; in the data active means a potency from the dose series; inactive means the rest, 99 in 100 with inhibition below about 30%; further: strong numbers were not always called active
MRP resist rev: reversal of MRP1-mediated doxorubicin resistance, primary screen, H69AR cells, doxorubicin co-treatment. differential viability (reversal), % at 10 µM. H69AR cells + 2 uM doxorubicin, CellTiter-Glo, 72 h. 0.04% of 85,000 active;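 active means viability drop by adding the cancer drug above about 55%, with treated viability meeting a 40% cutoff, limit read from the data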;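 further: viability without doxorubicin minus viability with 2 µM doxorubicin for each compound; larger differential means the compound sensitizes cells more to doxorubicin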
MRP resist rev cytotoxicity: second read-out of MRP resist rev, no call of its own (marks repeat the call); viability, %; H69AR cells, CellTiter-Glo, 72 h; measured here: cytotoxicity without doxorubicin
MRP resist rev with doxorubicin: also measured in MRP resist rev; calls as there; viability, %; measured here: viability with 2 uM doxorubicin; active compounds read low
IL1B NFkB inh cell count 2 µM: further read-out of IL1B NFkB inh, marked with its call; cell count; measured here: cells passing quality filter;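 raw number of nuclei counted in each imaged well without normalization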
IL1B NFkB pot cell count 2 µM: second read-out of IL1B NFkB pot, no call of its own (marks repeat the call); cell count; measured here: cells passing quality filter
Numbers without * were called inactive; . = no result given.

SMILES	IL1B NFkB pot	IL1B NFkB pot cell count 2 µM	Bcl-B TR3 displacers	IL1B NFkB inh	IL1B NFkB inh cell count 2 µM	PLAP inhibition	MRP resist rev	MRP resist rev cytotoxicity	MRP resist rev with doxorubicin
N#Cc1cn(Cc2ccccc2)c2ccccc12	4	85	-5%	-4	85	30%	32	93	61
COc1ccccc1OCCCCN1CCN(c2ccccc2OC)CC1	24	125	-2%	-24	125	-121%	14	75	61
Cc1cc(C(=O)Nc2c(C)nn(Cc3c(Cl)cccc3Cl)c2C)no1	-7	93	5%	7	93	-16%	4	109	106
O=C(C1CCN(S(=O)(=O)c2cccc3cccnc23)CC1)N1CCN(c2ccccn2)CC1	-7	120	-1%	7	120	-27%	23	69	46
N#Cc1ccc(/C=N/N=C(N)N)cc1	11	176	23%	-11	176	-53%	.	.	.
CNC(=O)Cc1csc2ccc(Cl)cc12	-18	70	-13%	18	70	10%	.	.	.
CC(=O)c1c(C)[nH]c(C(=O)COC(=O)CNS(=O)(=O)c2ccccc2)c1C	6	166	-6%	-6	166	-4%	8	87	79
COc1cccc(NC(=O)N2CCN(c3ccc(C(F)(F)F)cn3)CC2)c1	5	99	7%	-5	99	-14%	10	100	90
CCOc1ccc(C)cc1S(=O)(=O)NC1CCCCC1	-7	207	-11%	7	207	-117%	3	102	99
CN(CCCC(=O)Nc1ccncc1)S(=O)(=O)c1ccc(Cl)cc1	2	130	20%	-2	130	0%	14	91	77
C=CCn1c(SCC(=O)NCCCC)nc2scc(-c3ccco3)c2c1=O	6	114	.	-6	114	.	1	87	86
CC(=O)c1c(C)[nH]c(C(=O)OCn2nnc3ccccc3c2=O)c1C	9	90	2%	-9	90	-20%	-3	93	96
Cc1ccc(-c2nn(-c3ccccc3)cc2/C=C(\C#N)c2cccc(C#N)c2)o1	-9	150	38%	9	150	-21%	10	40	30
O=C(CSc1nc2c(cnn2-c2ccc(F)cc2)c(=O)[nH]1)N1CCCCC1	-6	52	5%	6	52	-14%	.	.	.
COc1ccc(C2=NOC3(CC(=O)N(c4ccc(Cl)cc4)C3=O)C2)c(OC)c1 (stereo not drawn)	0	166	10%	0	166	1%	0	86	86
CCCNc1nc(N2CCOCC2)nc(N2CCOCC2)n1	12	177	-6%	-12	177	5%	6	102	96
Cc1ccc(Cn2c(=O)c3ccccc3n3c(SCC(=O)N4CCCCC4C)nnc23)cc1 (stereo not drawn)	.	.	-6%	.	.	-63%	-5	93	98
COc1cc2c(cc1NC(=O)C1CCCO1)oc1ccccc12 (stereo not drawn)	-7	178	-6%	7	178	-45%	-17	35	52
COc1ccc(C(CNC(=O)CCOc2ccccc2)N(C)C)cc1 (stereo not drawn)	36	151	-2%	-36	151	-20%	.	.	.
COC(=O)c1ccc(CSc2nnnn2Cc2ccccc2)cc1	13	111	-1%	-13	111	26%	3	95	92
O=C1CC(c2ccccc2)Cc2nc(N3CCc4ccccc4C3)ncc21 (stereo not drawn)	2	149	-5%	-2	149	-11%	17	97	80
CCN(CC)CCP(=O)(c1ccccc1)c1ccccc1	3	107	13%	-3	107	-17%	12	88	76
S=C1NCCOCCOCCOCCNC(=S)NCCOCCOCCOCCN1	-2	111	.	2	111	.	7	98	91
CSc1nnc(-c2ccc(S(=O)(=O)N3CCCC3)cc2)n1C	14	177	-5%	-14	177	-23%	8	85	77
CCOCCCn1c(=S)[nH]c2cc(C(=O)N3CCN(C)CC3)ccc2c1=O	-3	142	-22%	3	142	-15%	8	99	91
CCn1c(CSc2nc(C)cs2)nc2cc(S(=O)(=O)N(C)C)ccc21	0	110	-9%	0	110	-10%	29	89	60
COc1ccc(C2NC(c3ccc(OC)c(OC)c3OC)C(C)C(=O)C2C)c(OC)c1OC (stereo not drawn)	7	149	.	-7	149	.	-9	91	100
CCOc1ccccc1N1CCN(S(=O)(=O)c2ccc3c4c(cccc24)C(=O)N3)CC1	-5	134	16%	5	134	11%	-2	61	63
CN(C)c1ccc(C2N3CC4(C)CN2CC(C)(C3)C4O)cc1 (stereo not drawn)	.	.	4%	.	.	4%	-11	95	106
CC(=O)N1Cc2ccccc2CC1C(=O)O (stereo not drawn)	-9	154	15%	9	154	-22%	.	.	.
Cc1ccccc1NC(=O)Cc1nc(CSc2nnc(-c3ccc4c(c3)OCO4)o2)cs1	28	130	-3%	-28	130	-26%	-10	88	98
CCSc1nc(=O)n(-c2ccccc2)c(C)c1C(C)=O	12	113	-2%	-12	113	4%	6	90	84
CC1=CC(C)C2C(=O)N(CCC[N+](C)(C)C)C(=O)C2C1 (stereo not drawn)	-5	104	2%	5	104	11%	-3	93	95
CCOC(=O)c1c(NC(=O)C(F)(OC)C(F)(F)F)sc2c1CCN(C)C2 (stereo not drawn)	-10	138	-12%	10	138	-19%	13	93	80
CCc1ccc(NC(=O)c2ccc3c(c2)C(=O)N(Cc2ccco2)C3=O)cc1	.	.	8%	.	.	-18%	0	62	62
COc1ccc(OC)c(N(CC(=O)N2CCCCC2)S(=O)(=O)c2ccc(OC)c(OC)c2)c1	15	123	.	-15	123	.	-4	83	87
O=C(c1ccc(=O)[nH]c1)N(Cc1ccco1)C1(C(=O)NC2CCCCC2)CCCCC1	.	.	-4%	.	.	-50%	11	93	82
COc1ccc(C)cc1NC(=O)CSc1nnc(-c2ccco2)n1Cc1ccco1	23	132	16%	-23	132	-21%	-1	83	83
CCC(C(=O)N1CCN(C(=O)c2ccco2)CC1)c1ccccc1 (stereo not drawn)	0	169	7%	0	169	-26%	19	101	83
Cc1cc(C)n(C(=O)CCCCCCCC(=O)n2nc(C)cc2C)n1	15	128	.	-15	128	.	-8	96	104
O=c1cc(NC2CCCCCC2)[nH]c(=O)[nH]1	-2	173	-4%	2	173	1%	11	89	78
CCCCOc1ccc(C(=O)NCC(=O)NCC(=O)OCC)cc1	.	.	-9%	.	.	-22%	.	.	.
Cc1ccc(NC(=O)CSCC#N)cc1	25	95	-10%	-24	95	10%	11	98	87
COC(=O)C1=C(C)NC2=C(C(=O)CC(C)(C)C2)C1c1cn(Cc2ccc(Br)cc2)nc1-c1ccccc1 (stereo not drawn)	-6	71	-5%	6	71	15%	.	.	.
C=CCn1c(SCC(=O)Nc2nccs2)nnc1-c1ccco1	4	169	-4%	-4	169	-14%	12	95	83
Cc1cc(C(N)=O)c2ccccc2n1	18	86	21%	-16	86	6%	-13	93	106
CCOC(=O)c1ccc(NC(=O)Cn2nnc(-c3ccccc3C)n2)cc1	.	.	-3%	.	.	-44%	6	87	81
CCOc1ccc2nc(-c3ccc(OC)c(OC)c3)cc(C(=O)O)c2c1	27	41	16%	-27	41	0%	12	92	80
CC(C)(C)c1nnc(NC(=O)NS(=O)(=O)c2ccccc2)s1	5	128	1%	-5	128	13%	.	.	.
O=[N+]([O-])c1ccc(N2CCN(CCOc3nonc3-c3ccccc3)CC2)c(Cl)c1	-9	151	-9%	9	151	-7%	.	.	.
C=CCOc1ccc(CN(C)CC(=O)N(CC(C)C)c2c(N)n(CC(C)C)c(=O)[nH]c2=O)cc1	-4	107	8%	4	107	-72%	13	81	68
COc1cccc(-c2cc(C(F)(F)F)nc(NCc3ccco3)n2)c1	1	139	.	-1	139	.	-1	67	68
Cc1c(C(=O)N2CCOCC2)[nH]c2c1C(=O)CC(c1ccc(Cl)cc1)C2 (stereo not drawn)	2	107	0%	-2	107	-26%	-11	89	99
Cn1ncc(N=Cc2c(O)ccc3ccccc23)c1C(=O)N1CCOCC1	7	136	.	-6	136	.	-9	82	91
COc1ccccc1NC=C1C(=O)OC2(CCCCC2)OC1=O	-11	140	2%	10	140	10%	4	100	96
Cc1nn(Cc2c(F)c(F)c(F)c(F)c2F)c(C)c1NC(=O)c1c([N+](=O)[O-])c(C)nn1C	-10	115	2%	10	115	22%	.	.	.
CCOc1ccc(C(C)=O)cc1COC(=O)C1=COCCO1	6	179	32%	-6	179	-75%	29	87	58
O=C(Nc1ccccc1O)c1cc(S(=O)(=O)N2CCOCC2)c(Cl)cc1Cl	20	109	-5%	-20	109	-3%	4	84	80
COCCNC(=O)C(=O)N/N=C/c1ccccc1C(F)(F)F	-3	161	.	3	161	.	-7	91	98
COCCCNC(=O)C(Cc1ccccc1)NS(=O)(=O)c1ccc2c(c1)c(=O)n(C)c(=O)n2C (stereo not drawn)	.	.	-13%	.	.	-30%	6	96	90

An excerpt of these results, as comma-separated lines:
SMILES,IL1B NFkB pot,IL1B NFkB pot cell count 2 µM,Bcl-B TR3 displacers,IL1B NFkB inh,IL1B NFkB inh cell count 2 µM,PLAP inhibition,MRP resist rev,MRP resist rev cytotoxicity,MRP resist rev with doxorubicin
CCCCOc1ccc(C(=O)NCC(=O)NCC(=O)OCC)cc1,.,.,-9%,.,.,-22%,.,.,.
Cc1ccc(NC(=O)CSCC#N)cc1,25,95,-10%,-24,95,10%,11,98,87
COC(=O)C1=C(C)NC2=C(C(=O)CC(C)(C)C2)C1c1cn(Cc2ccc(Br)cc2)nc1-c1ccccc1 (stereo not drawn),-6,71,-5%,6,71,15%,.,.,.
C=CCn1c(SCC(=O)Nc2nccs2)nnc1-c1ccco1,4,169,-4%,-4,169,-14%,12,95,83
Cc1cc(C(N)=O)c2ccccc2n1,18,86,21%,-16,86,6%,-13,93,106
CCOC(=O)c1ccc(NC(=O)Cn2nnc(-c3ccccc3C)n2)cc1,.,.,-3%,.,.,-44%,6,87,81
CCOc1ccc2nc(-c3ccc(OC)c(OC)c3)cc(C(=O)O)c2c1,27,41,16%,-27,41,0%,12,92,80
CC(C)(C)c1nnc(NC(=O)NS(=O)(=O)c2ccccc2)s1,5,128,1%,-5,128,13%,.,.,.
O=[N+]([O-])c1ccc(N2CCN(CCOc3nonc3-c3ccccc3)CC2)c(Cl)c1,-9,151,-9%,9,151,-7%,.,.,.
C=CCOc1ccc(CN(C)CC(=O)N(CC(C)C)c2c(N)n(CC(C)C)c(=O)[nH]c2=O)cc1,-4,107,8%,4,107,-72%,13,81,68
COc1cccc(-c2cc(C(F)(F)F)nc(NCc3ccco3)n2)c1,1,139,.,-1,139,.,-1,67,68
Cc1c(C(=O)N2CCOCC2)[nH]c2c1C(=O)CC(c1ccc(Cl)cc1)C2 (stereo not drawn),2,107,0%,-2,107,-26%,-11,89,99
Cn1ncc(N=Cc2c(O)ccc3ccccc23)c1C(=O)N1CCOCC1,7,136,.,-6,136,.,-9,82,91
COc1ccccc1NC=C1C(=O)OC2(CCCCC2)OC1=O,-11,140,2%,10,140,10%,4,100,96
Cc1nn(Cc2c(F)c(F)c(F)c(F)c2F)c(C)c1NC(=O)c1c([N+](=O)[O-])c(C)nn1C,-10,115,2%,10,115,22%,.,.,.
CCOc1ccc(C(C)=O)cc1COC(=O)C1=COCCO1,6,179,32%,-6,179,-75%,29,87,58

High-throughput results from PubChem BioAssay.

An excerpt (hit frequency here may not be typical).
